CBFb-RUNX1 inh – inhibitors of human CBF-beta and RUNX1 interaction | Q01196+Q13951 | Potency, µM (top dose mostly 59.8 µM), for inactives: top-dose activity, negative = inhibition, usual class: inhibitors | 230,000 tested, under 10 active | AlphaScreen CBFb-His/RUNX1-biotin binding, biochemical; note: % of control where 0% means no effect
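His-tagged CBF-beta and biotinylated RUNX1 (30 nM each) were premixed 20 min at room temperature, exposed to compound for 15 min, then given nickel-chelate and streptavidin AlphaScreen beads (50 ng each). After 90 min, AlphaScreen signal was read.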
NPSR antagonist – antagonists of human neuropeptide S receptor cAMP signaling; 1% of 220,000 active; Potency, µM (doses to about 38.3 µM), without a hit: top-dose activity change, negative = inhibition, hits mostly inhibitors; CHO-NPSR cells, cAMP TR-FRET, antagonist mode; Q6W5P4; note: potency is the fitted concentration of half-maximal effect; % is set by controls: 0 for no effect and ±100 for the full control effect; nearly all actives have a fitted effect of over 50% in size; many of its hits are not listed in these tables
Epigenetic derep – epigenetic control regulation, reporter derepression | murine LDR cells, GFP reporter derepression, 30 h | Potency, µM (highest dose often 53.9 µM), for inactives: top-dose GFP activation, most hits filed as activators | 0.2% of 280,000 active; note: potency is the fitted concentration of half-maximal effect; % of control where 0% means no effect; nearly all actives have a fitted effect of over 60% in size
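Reporter derepression read as number of fluorescent GFP-positive objects, 20-120 um in size, counted by laser-scanning cytometer. Mouse LDR line with an epigenetically silenced CMV-GFP locus; compound incubation 30 h, 37 C.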
KinaseGlo FLuc – counter-screen: inhibitors of Kinase-Glo firefly luciferase; Kinase-Glo luciferase, ATP luminescence, 8 min; Potency, µM (top dose mostly 38.3 µM), inactives show top-dose activity change, negative = inhibition, hits mostly inhibitors; 0.28% of 200,000 active; Q27757; AID 1379; note: potency is the fitted concentration of half-maximal effect; % is set by controls: 0 for no effect and ±100 for the full control effect; nearly all actives have a fitted effect of over 60% in size
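Light output from Kinase-Glo luciferase with luciferin and 10 uM ATP in 50 mM imidazole pH 7.2, KCl, MgCl2, Tween 20, BSA; compound pin-delivered, 8-min ambient incubation, then luminescence read.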
L3MBTL1 inh – L3MBTL1 (human) inhibition; 0.66% of 230,000 active; Q9Y468; Potency, µM (series often up to 57.1 µM), for inactives: top-dose activity, negative = inhibition, hits mostly inhibitors; AlphaScreen L3MBTL1–H3K9me1 peptide binding; note: potency is the fitted concentration of half-maximal effect; % is set by controls: 0 for no effect and ±100 for the full control effect; nearly all actives have a fitted effect of over 60% in size
Target sequence (Q9Y468 whole entry, looked up): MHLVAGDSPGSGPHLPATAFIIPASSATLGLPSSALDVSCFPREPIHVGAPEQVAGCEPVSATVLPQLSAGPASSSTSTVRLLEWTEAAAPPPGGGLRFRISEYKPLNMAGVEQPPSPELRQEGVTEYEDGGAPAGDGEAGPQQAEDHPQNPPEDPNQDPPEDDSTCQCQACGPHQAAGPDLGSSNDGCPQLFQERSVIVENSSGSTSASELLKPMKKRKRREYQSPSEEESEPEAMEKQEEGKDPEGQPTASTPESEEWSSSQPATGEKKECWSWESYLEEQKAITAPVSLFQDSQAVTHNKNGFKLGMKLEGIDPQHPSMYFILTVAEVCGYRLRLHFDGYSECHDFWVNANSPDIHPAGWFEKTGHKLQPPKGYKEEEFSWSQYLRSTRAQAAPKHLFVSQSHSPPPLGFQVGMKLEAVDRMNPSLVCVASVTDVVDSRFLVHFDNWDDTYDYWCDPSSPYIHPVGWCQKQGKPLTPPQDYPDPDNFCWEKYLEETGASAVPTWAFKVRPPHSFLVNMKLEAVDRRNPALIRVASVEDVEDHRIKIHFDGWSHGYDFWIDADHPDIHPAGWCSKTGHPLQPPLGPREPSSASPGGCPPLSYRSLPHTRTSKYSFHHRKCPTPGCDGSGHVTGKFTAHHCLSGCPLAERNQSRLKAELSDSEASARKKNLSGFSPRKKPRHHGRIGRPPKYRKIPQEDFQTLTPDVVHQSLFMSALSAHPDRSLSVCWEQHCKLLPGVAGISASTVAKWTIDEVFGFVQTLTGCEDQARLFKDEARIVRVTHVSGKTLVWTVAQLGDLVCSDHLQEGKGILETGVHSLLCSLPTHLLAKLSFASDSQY
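AlphaScreen assay: L3MBTL1 (50 nM final) was preincubated 30 min at room temperature with biotinylated H3(1-15)K9me1 peptide (75 nM final), then 30 min with library compounds; streptavidin donor and nickel chelate acceptor beads (10 ug/mL final) added, 30 min dark.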
IMPase Li cell – cell-permeable IMPase inhibitors with lithium potentiation | CHO-M1 cells, IP1 TR-FRET (IP-One), carbachol + lithium | Potency, µM (highest dose often 59.4 µM), for the others: at the highest dose activity, negative = IMPase inhibition, actives largely listed as inhibitors | 0.35% of 210,000 active;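 note: IP1 builds up when IMPase is blocked and the TR-FRET signal falls; potency is the fitted concentration of half-maximal effect; plate controls were basal vehicle for no effect and high inhibitor control for full effect; nearly all actives have a fitted effect of over 50% in size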
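CHO cells stably expressing M1 receptor (2000/well) were cultured 16–30 h, then exposed to compounds with a small lithium addition for 30 min at 37C. IP1 was measured by TR-FRET competition; AC50 from Hill fits.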
HttQ103 aggreg – reduces HttQ103-GFP aggregates in PC12 cells. PC12 HttQ103-GFP aggregates, Acumen cytometry, 40 h. 1.1% of 220,000 active. AID 1688. Potency, µM (series often up to 46.1 µM), without a hit: at the top dose activity change, negative = inhibition, most hits filed as inhibitors; note: potency is the fitted concentration of half-maximal effect; % is set by controls: 0 for no effect and ±100 for the full control effect; nearly all actives have a fitted effect of over 60% in size
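Using laser scanning cytometry, GFP-positive aggregates were counted after lysis of PC12 cells induced with 100 nM tebufenozide to express HTT exon 1 Q103–GFP. Compounds were tested in titration.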
* hit, by the source's call; ? = inconclusive; nt = no result given; & = joins results of further samples; [ ] = remark or other dose. Calls come from the whole dose curve; as a rule, active = well fitted curve in the direction sought with a large enough effect; inconclusive = small, poorly fitted or top-dose-only effect, or another doubt; inactive = no such curve, though single readings can be large; an effect the other way counts as inactive or inconclusive. A portion of the library, so the mix of outcomes need not match the whole.

SMILES	CBFb-RUNX1 inh	NPSR antagonist	Epigenetic derep	KinaseGlo FLuc	L3MBTL1 inh	IMPase Li cell	HttQ103 aggreg
COc1ccc(C)cc1-n1nnnc1SCC1CCCO1 (stereo unspecified)	-4%	-6%[46.1 µM]	-1.3%	-2%	nt	18%[38.3 µM]	-4%
Cc1cccc(NC2=NC(=S)N(CC#N)C23CCCCC3)c1	4%	-9%[46.1 µM]	-1.0%	1%	-6%	1%	14%
COc1cc2c(cc1OC)C(C(=O)Nc1ccc3c(c1)OCCO3)C(c1cccnc1)N(C)C2=O (stereo unspecified)	1%	-12%[46.1 µM]	-1.4%	0%	1%	-5%[38.3 µM]	14%
COc1c(O)cc2oc(-c3ccc(O)cc3)cc(=O)c2c1O	7%&7%	10%	8.1%	nt	nt	nt	-1%[9.22 µM]
CC(=O)C1=C(C)N2CCN=C2S1	8%	6%	-1.0%	nt	nt	nt	-6%[9.22 µM]
OCCNc1nc2ccccc2n1-c1ccccc1	0%	2%[46.1 µM]	-1.0%	3%	nt	11%[38.3 µM]	-20%
Cc1cc2nc3c(=O)[nH]c(=O)nc-3n(CC(O)C(O)C(O)COP(=O)(O)O)c2cc1C (stereo unspecified)	-24%	nt	5.2%	2%[39.9 µM]	nt	-3%	?
COc1cccc(CN2CCN(Cc3nc(-c4cccc(F)c4F)oc3C)CC2=O)c1	-1%	-17%	0.2%	-1%	8%	7%	-10%[9.22 µM]
OC(COc1ccc(CNCCc2ccccc2F)cc1)CN1CCCCC1 (stereo unspecified)	-1%	-9%	3.5%	nt	-2%	9%	-12%[9.22 µM]
CCOCC(=O)Nc1cc(OC)c(Cl)cc1OC	9%	13%[46.1 µM]	0.9%	0%	-4%[11.4 µM]	20%[38.3 µM]	-23%
COc1cc(Cl)c(S(=O)(=O)n2cnc(C)c2)cc1Cl	7%	-2%[46.1 µM]	1.0%	0%	-9%	0%	-26%
COc1ccc(/C=N/n2c(=S)n(C)c3ccccc32)cc1OC	-8%	-15%[46.1 µM]	1.5%	-1%	nt	41%[activator][38.3 µM]	?
CCCCCSc1nc2c(cnn2-c2ccccc2)c(=O)[nH]1	5%	-6%[46.1 µM]	0.0%	-1%	7%	23%[38.3 µM]	5%
CCOC(=O)C1CCN(C(=O)c2cccnc2Oc2ccccc2)CC1	9%	0%	0.1%	nt	-6%	nt	18%[9.22 µM]
CCCc1nc2sc3c(=O)n(N)cnc3c2c2c1CCCC2	4%	-26%	-1.8%	1%	2%	6%	-1%
O=C(CSc1nc(-c2ccc(F)cc2)cs1)N1CCc2ccccc21	8%	?	2.1%	nt	1%	nt	5%
COc1cc(C=O)ccc1OCc1c(C)noc1C	3%	-7%[46.1 µM]	-5.4%	15%	nt	14%[38.3 µM]	18%
CCCS(=O)(=O)N1CCN(C(=O)c2ccco2)CC1	0%	-6%[46.1 µM]	0.7%	1%	nt	?	6%
Clc1cccc(C=NC=Nc2cccc(Cl)c2)c1	-2%[21.7 µM]	nt	0.8%	2%	nt	33%[activator]	nt
CC1=NN(c2ccc(C)cc2C)C(=O)C1C(c1ccccc1O)C1C(=O)N(c2ccc(C)cc2C)N=C1C (stereo unspecified)	1%	9%	-3.0%	-1%	-4%	6%	16%
CN(CC(=O)NCCc1ccc(Cl)cc1)S(=O)(=O)c1ccc2c(c1)c(=O)n(C)c(=O)n2C	2%	-11%[46.1 µM]	0.8%	-4%	nt	-4%[38.3 µM]	-6%
O=C(NC(=S)NC(c1ccccc1)c1ccncc1)c1ccccc1 (stereo unspecified)	-2%	-4%	-0.9%	-1%	-13%	-4%	-5%
Nc1c(C(=O)c2ccc(Cl)cc2)sc2nc3c(cc12)CCC3	2%	-19%	?	1%	5%	14%	-1%
CC(=O)c1c(C)nn(CC(O)COc2ccc3ccccc3c2)c1C (stereo unspecified)	4%	1%	5.2%	-2%	8%	8%	7%[9.22 µM]
CCOC(=O)c1cc(C#N)c(SCC(N)=O)[nH]c1=O	-1%	-8%	2.0%	nt	-16%	nt	1%[9.22 µM]
O=C1CN(C(=O)c2cc3ccccc3oc2=O)C(c2ccc(F)cc2)c2cc(F)ccc2N1 (stereo unspecified)	6%[2.36 µM]	-27%	-2.6%	2%	19%	1%	3%
S=C1NC2=C(CCC/C2=C\c2ccccc2)C(c2ccccc2)N1 (stereo unspecified)	-12%	-4%	0.0%	1%	-13%	2%	30%
CNc1nc(SC)nc2ccsc12	3%	0%[46.1 µM]	2.4%	4%	8%	35%[activator][38.3 µM]	?
CNc1ccc(SC#N)cc1	4%	-1%	0.1%	2%	0%[11.4 µM]	1%	10%
Cc1cc(NC(=O)c2cccc(S(=O)(=O)N3CCCC3)c2)no1	6%	-3%[46.1 µM]	-3.4%	5%	-3%	15%	-15%
CCC(=O)Nc1cccc(C(=O)c2ccccc2)c1	6%	-3%[46.1 µM]	-2.1%	2%	31%[activator][11.4 µM]	18%[38.3 µM]	-1%
CC(=O)c1sc(Nc2nc3ccc(F)cc3s2)nc1C	22%	?	0.8%	-6%	0%	-1%[38.3 µM]	?
CC(NC(=O)c1cccs1)c1ccc2c(c1)OCO2 (stereo unspecified)	5%	-7%[46.1 µM]	0.0%	2%	2%	38%[activator][38.3 µM]	-8%
COC(=O)c1sccc1NC(=O)CN(C)NS(=O)(=O)c1ccc(Cl)cc1	-4%	0%[46.1 µM]	-0.9%	-2%	1%	-3%[38.3 µM]	-21%
CC1CCCCC1NC(=S)NC(=O)c1ccccc1Br (stereo unspecified)	-6%	?	0.0%	-2%	3%	9%	-17%
COc1ccc2ccccc2c1/C=N/O	5%	4%[46.1 µM]	2.2%	-1%	5%	-2%[38.3 µM]	-19%

An excerpt from above in order of molecular weight, ascending.
SMILES	CBFb-RUNX1 inh	NPSR antagonist	Epigenetic derep	KinaseGlo FLuc	L3MBTL1 inh	IMPase Li cell	HttQ103 aggreg
CNc1ccc(SC#N)cc1	4%	-1%	0.1%	2%	0%[11.4 µM]	1%	10%
COc1ccc2ccccc2c1/C=N/O	5%	4%[46.1 µM]	2.2%	-1%	5%	-2%[38.3 µM]	-19%
CCC(=O)Nc1cccc(C(=O)c2ccccc2)c1	6%	-3%[46.1 µM]	-2.1%	2%	31%[activator][11.4 µM]	18%[38.3 µM]	-1%
CC(NC(=O)c1cccs1)c1ccc2c(c1)OCO2 (stereo unspecified)	5%	-7%[46.1 µM]	0.0%	2%	2%	38%[activator][38.3 µM]	-8%
Clc1cccc(C=NC=Nc2cccc(Cl)c2)c1	-2%[21.7 µM]	nt	0.8%	2%	nt	33%[activator]	nt
CCOC(=O)c1cc(C#N)c(SCC(N)=O)[nH]c1=O	-1%	-8%	2.0%	nt	-16%	nt	1%[9.22 µM]
CC(=O)c1sc(Nc2nc3ccc(F)cc3s2)nc1C	22%	?	0.8%	-6%	0%	-1%[38.3 µM]	?
Nc1c(C(=O)c2ccc(Cl)cc2)sc2nc3c(cc12)CCC3	2%	-19%	?	1%	5%	14%	-1%
Cc1cc(NC(=O)c2cccc(S(=O)(=O)N3CCCC3)c2)no1	6%	-3%[46.1 µM]	-3.4%	5%	-3%	15%	-15%
CC(=O)c1c(C)nn(CC(O)COc2ccc3ccccc3c2)c1C (stereo unspecified)	4%	1%	5.2%	-2%	8%	8%	7%[9.22 µM]
O=C(NC(=S)NC(c1ccccc1)c1ccncc1)c1ccccc1 (stereo unspecified)	-2%	-4%	-0.9%	-1%	-13%	-4%	-5%
CC1CCCCC1NC(=S)NC(=O)c1ccccc1Br (stereo unspecified)	-6%	?	0.0%	-2%	3%	9%	-17%
COC(=O)c1sccc1NC(=O)CN(C)NS(=O)(=O)c1ccc(Cl)cc1	-4%	0%[46.1 µM]	-0.9%	-2%	1%	-3%[38.3 µM]	-21%
CN(CC(=O)NCCc1ccc(Cl)cc1)S(=O)(=O)c1ccc2c(c1)c(=O)n(C)c(=O)n2C	2%	-11%[46.1 µM]	0.8%	-4%	nt	-4%[38.3 µM]	-6%
CC1=NN(c2ccc(C)cc2C)C(=O)C1C(c1ccccc1O)C1C(=O)N(c2ccc(C)cc2C)N=C1C (stereo unspecified)	1%	9%	-3.0%	-1%	-4%	6%	16%

Next section:
SMILES	CBFb-RUNX1 inh	NPSR antagonist	Epigenetic derep	KinaseGlo FLuc	L3MBTL1 inh	IMPase Li cell	HttQ103 aggreg
COc1ccccc1CCC(=O)Nc1ccc(C)cc1Cl	4%	-2%	2.8%	-2%	nt	3%	-11%
O=C(CCc1ccccc1)N1CCN(c2ccc(Cl)cc2)CC1	8%	-22%[46.1 µM]	0.0%	8%	nt	-5%[38.3 µM]	-30%
CCCCCCCCCCC/C=C\C(C)(C)/C=C\CCCC(=O)O	1%&12%&7%	-2%[46.1 µM]	-1.2%&1.1%&0.0%	-1%&3%	nt	4%&-6%&6%	nt
CC(C)c1ccc(-c2nc(N3CCCCC3)[nH]c(=O)c2C#N)cc1	9%	0%[46.1 µM]	-1.1%	1%	11%	-3%	-2%
O=C(Cc1ccccc1)Nc1cccc(N2C(=O)C=CC2=O)c1	-7%	?	0.1%	-1%	1%	20%	?
Cc1cc(-c2cccs2)c2c(n1)sc1c(=O)[nH]c(=O)[nH]c12	1%	-8%[46.1 µM]	2.4%	5%	nt	0%[38.3 µM]	?
CC(C)C(=O)Nc1ccc(C(=O)c2ccccc2)cc1	16%	?	0.0%	5%	3%	15%	?
Cn1c(SCC(=O)NC2CCCCC2)nnc1-c1ccc(N)cc1	1%	-21%	-4.1%	5%	-7%	14%	6%[9.22 µM]
